# C diff HTS: inhibitors of Clostridium difficile growth. Clostridium difficile clinical isolate growth, OD600, 24 h; hits give low values. growth activity, negative = inhibition, % at 16 µg/mL (by protocol). actives 0.25% (n = 86,000);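 active = mean growth activity at or below -80% and every replicate also at or below -80%; inconclusive = mean at or below -80% but some replicate above -80%; inactive = mean growth activity above -80%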;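 also: 0% = DMSO wells and -100% = levofloxacin 16 µg/mL wells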
# T cruzi growth: inhibitors of T. cruzi proliferation. T. cruzi beta-gal in NIH3T3, GalScreen luminescence, 90 h. inhibition, % at 8.34 µM. actives 5.9% (n = 77,000);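 active = mean inhibition above about 93%, with at least 55% of replicates each passing it, limit read from the data, passing the limit was not always enough; inconclusive = only one of those two conditions holds; inactive = neither condition holds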
# Pf Dd2 inh: P. falciparum Dd2 growth inhibition. SYBR Green, 72 h; hits give low values. activity change, % at 10 µM. actives 2.3% (n = 94,000); in the data active = activity change below about -80%; inconclusive = no clear call, values can overlap the other calls
# GASC1 inh: blocks human GASC-1 (KDM4C) demethylase activity; Q9H3R0; GST-KDM4C 2-372, H3K9me3 peptide, LANCE TR-FRET; inhibition, % at 12.5 µM; actives 0.15% (n = 96,000); AID 720574;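 active = mean replicate inhibition above about 25%, with at least 55% of replicates also reaching it, limit read from the data, passing the limit was not always enough; inconclusive = only one of those two conditions met; inactive = neither condition met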
# Target sequence (Q9H3R0 2-372 limits assumed): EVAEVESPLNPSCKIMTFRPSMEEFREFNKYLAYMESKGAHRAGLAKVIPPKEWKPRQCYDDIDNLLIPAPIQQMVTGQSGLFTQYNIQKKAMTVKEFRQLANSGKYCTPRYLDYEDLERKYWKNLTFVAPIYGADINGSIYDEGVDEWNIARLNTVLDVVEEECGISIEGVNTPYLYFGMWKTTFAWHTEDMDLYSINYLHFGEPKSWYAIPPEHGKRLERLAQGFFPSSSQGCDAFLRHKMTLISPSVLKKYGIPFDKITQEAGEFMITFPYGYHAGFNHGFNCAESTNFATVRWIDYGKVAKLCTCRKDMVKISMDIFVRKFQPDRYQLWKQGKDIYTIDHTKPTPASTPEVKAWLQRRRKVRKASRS
#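 Material: N-terminal GST-fused human GASC-1 (KDM4C) fragment, residues 2-372. Input: 10 nM enzyme. Incubation: enzyme reaction 30 min, then detection 60 min, both room temperature. Doses: one test concentration per compound. Read-out basis: inhibition from TR-FRET ratio decrease. Detection: LANCE TR-FRET, excitation 340 nm, emissions 618 and 671 nm.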
# Active calls of the source: *; ? = inconclusive; . = not tested or not shown; & = joins results of further samples.
compound	C diff HTS	T cruzi growth	Pf Dd2 inh	GASC1 inh
C[C@H](CO)N1C[C@H](C)[C@H](CN(C)C(=O)C2CCOCC2)Oc2ncc(C#Cc3cccc(F)c3)cc2C1=O	-6	68	-20	-1.1
O=C(C1CCC1)N1CC(=O)N2[C@@H](CO)[C@@H](c3ccc(Br)cc3)[C@@H]2C1	10	.	-27	0.2
C[C@@H]1CN([C@@H](C)CO)C(=O)c2cccc(NC(=O)Nc3cccc4ccccc34)c2O[C@H]1CN(C)S(=O)(=O)c1ccc(F)cc1	8	9	-46	.
CCCC#Cc1cnc2c(c1)C(=O)N([C@H](C)CO)C[C@@H](C)[C@@H](CN(C)C(=O)C1CCOCC1)O2	4	-14	31	3.6
O=C(Cc1ccccc1)N1C[C@H]2[C@@H](c3ccccc31)[C@H](CO)N2C(=O)C1CCCC1	1	3	-1	4.1
CC(C)NC(=O)N(C)C[C@H]1Oc2ccc(NS(=O)(=O)c3cccs3)cc2C(=O)N([C@@H](C)CO)C[C@@H]1C	.	-119	4	-1.5
Cc1ccc(S(=O)(=O)N(C)C[C@@H]2Oc3c(NC(=O)Nc4cccc5ccccc45)cccc3C(=O)N([C@H](C)CO)C[C@H]2C)cc1	-6	-43	-37	.
C[C@H](CO)N1C[C@H](C)[C@H](CN(C)C(=O)NC2CCCCC2)Oc2ccc(NC(=O)CCCN(C)C)cc2CC1=O	1	26	9	2.0
COc1ccc(NC(=O)N(C)C[C@H]2Oc3ccc(N(C)C)cc3C(=O)N([C@H](C)CO)C[C@@H]2C)cc1	1	-10	2	.
COc1cccc(S(=O)(=O)N[C@H]2CC[C@H](CC(=O)NCc3ccc(Cl)cc3)O[C@@H]2CO)c1	0	58	-16	-0.7
C[C@H](CO)N1C[C@H](C)[C@@H](CN(C)Cc2ccc(-c3ccccc3)cc2)Oc2ccc(NC(=O)C3CCCCC3)cc2C1=O	.	41	-4	-0.9
C[C@@H]1CCCCO[C@@H](CN(C)C(=O)Nc2ccc(F)cc2)[C@@H](C)CN([C@H](C)CO)C(=O)c2cc(NC(=O)CCC(F)(F)F)ccc2O1	.	37	-40	0.1
C/C=C/c1ccc2c(c1)O[C@@H](CN(C)C(=O)c1ccccc1F)[C@H](C)CN([C@@H](C)CO)S2(=O)=O	2	40	-22	-0.2
COc1ccccc1-c1ccc2c(c1)O[C@H](CN(C)C(=O)c1cccnc1)[C@@H](C)CN([C@@H](C)CO)S2(=O)=O	1	.	8	1.4
C[C@@H]1CN([C@@H](C)CO)C(=O)c2cccc(NC(=O)Nc3ccc(F)cc3)c2O[C@@H]1CN(C)S(=O)(=O)c1ccc(Cl)cc1	3	.	-6	5.7
O=C(C[C@@H]1C=C[C@H](NC(=O)Cc2ccccn2)[C@@H](CO)O1)NCCc1ccncc1	.	-3	8	2.2
COCC(=O)Nc1ccc2c(c1)[C@@H]1C[C@H](CC(=O)NCc3ccc(Cl)cc3)O[C@H](CO)[C@@H]1O2	-2	1	-43	-1.2
C[C@H](CO)N1C[C@H](C)[C@H](CN(C)S(=O)(=O)c2cccc(F)c2)Oc2ncc(C#CCN(C)C)cc2C1=O	-1	.	-3	3.5
C[C@@H]1CCCCO[C@@H](CN(C)Cc2ccncc2)[C@H](C)CN([C@@H](C)CO)C(=O)c2cc(NC(=O)Nc3ccc(F)cc3)ccc2O1	.	39	-27	2.5
CCS(=O)(=O)Nc1ccc2c(c1)C(=O)N(C)C[C@@H](OC)[C@@H](C)CN(CC1CCCCC1)[C@@H](C)CO2	.	-46	.	12
C[C@@H]1CCCCO[C@H](CN(C)C(=O)Nc2ccc(F)cc2)[C@@H](C)CN([C@H](C)CO)C(=O)c2cc(NC(=O)NC3CCCCC3)ccc2O1	5	-8	17	2.2
Cc1noc(C)c1S(=O)(=O)Nc1ccc2c(c1)C(=O)N([C@H](C)CO)C[C@H](C)[C@@H](CN(C)Cc1ccc(Cl)c(Cl)c1)O2	-3	55	17	0.8
CN1CCN(C(=O)[C@@H]2[C@@H](CO)[C@@H]3Cn4c(cccc4=O)[C@@H]3N2Cc2ccccc2F)CC1	0	20	.	-2.2
COCC#Cc1cnc2c(c1)C(=O)N([C@H](C)CO)C[C@@H](C)[C@H](CN(C)C(=O)NC1CCCC1)O2	3	31	31	0.0
Cc1ccc(S(=O)(=O)N(C)C[C@@H]2Oc3c(NC(=O)c4ccc(-c5nccs5)cc4)cccc3C(=O)N([C@@H](C)CO)C[C@H]2C)cc1	2	70	-20	-2.6
CO[C@H]1CN(C)C(=O)c2ccc(NC(=O)C3CCC3)cc2OC[C@@H](C)N(C(=O)NC(C)C)C[C@@H]1C	5	-2	-2	1.4
O=C(CC1CC1)N1[C@H](CO)[C@H](c2ccccc2)C12CN(Cc1cc(F)ccc1F)C2	19	.	-71	-0.1
CC(C)NC(=O)Nc1ccc2c(c1)C(=O)N([C@@H](C)CO)C[C@H](C)[C@H](CN(C)Cc1ccc(Oc3ccccc3)cc1)O2	-6	.	9	-1.7
C[C@@H]1CN([C@H](C)CO)C(=O)c2cc(-c3ccc(C#N)cc3)cnc2O[C@@H]1CN(C)Cc1ccccn1	1	88	-68	-2.0
O=C(C[C@@H]1CC[C@@H]2[C@H](COC[C@H](O)CN2Cc2nccs2)O1)NCc1ccccc1Cl	6&-4	-42	19	3.7

# Continued, overlapping the part above by five compounds.
compound	C diff HTS	T cruzi growth	Pf Dd2 inh	GASC1 inh
CO[C@H]1CN(C)C(=O)c2ccc(NC(=O)C3CCC3)cc2OC[C@@H](C)N(C(=O)NC(C)C)C[C@@H]1C	5	-2	-2	1.4
O=C(CC1CC1)N1[C@H](CO)[C@H](c2ccccc2)C12CN(Cc1cc(F)ccc1F)C2	19	.	-71	-0.1
CC(C)NC(=O)Nc1ccc2c(c1)C(=O)N([C@@H](C)CO)C[C@H](C)[C@H](CN(C)Cc1ccc(Oc3ccccc3)cc1)O2	-6	.	9	-1.7
C[C@@H]1CN([C@H](C)CO)C(=O)c2cc(-c3ccc(C#N)cc3)cnc2O[C@@H]1CN(C)Cc1ccccn1	1	88	-68	-2.0
O=C(C[C@@H]1CC[C@@H]2[C@H](COC[C@H](O)CN2Cc2nccs2)O1)NCc1ccccc1Cl	6&-4	-42	19	3.7
CCCNC(=O)[C@H]1[C@H](CO)[C@H]2Cn3c(ccc(-c4ccccc4F)c3=O)[C@H]2N1C(C)=O	-1	.	1	-0.2
O=C(C1CCOCC1)N1[C@@H](CO)[C@H](c2ccccc2)C12CN(CCC(F)(F)F)C2	9	.	-6	-1.8
C[C@@H]1CN([C@H](C)CO)C(=O)c2cccc(NS(C)(=O)=O)c2O[C@@H]1CN(C)C(=O)Nc1ccc2c(c1)OCO2	0	53	-18	-0.5
COc1ccc(NC(=O)N(C)C[C@@H]2OCCCC[C@@H](C)Oc3ccc(NC(=O)Nc4ccccc4)cc3C(=O)N([C@H](C)CO)C[C@H]2C)cc1	8	28	-6	-1.4
COc1cccc(-c2cn(CC[C@@H]3CC[C@@H](NS(=O)(=O)c4ccccc4Cl)[C@H](CO)O3)nn2)c1	-9	.	?	0.5
Cc1ccc(S(=O)(=O)N(C)C[C@@H]2Oc3ccc(NC(=O)Nc4cccc5ccccc45)cc3C(=O)N([C@H](C)CO)C[C@@H]2C)cc1	.	49	-56	1.2
CO[C@@H]1CN(C)C(=O)c2ccc(NC(=O)C3CC3)cc2OC[C@H](C)N(C(C)=O)C[C@@H]1C	1	20	22	1.8
C/C=C/c1ccc2c(c1)O[C@H](CN(C)C(=O)CN(C)C)[C@@H](C)CN([C@@H](C)CO)S2(=O)=O	-5	-46	-33	3.5
COc1ccc(CNC(=O)C[C@H]2C[C@@H]3c4cc(NC(=O)CC5CC5)ccc4O[C@@H]3[C@H](CO)O2)cc1	1	10	0	-1.0
COc1cccc(-c2ccc([C@H]3[C@@H](CO)N(C(=O)Cc4ccccc4)[C@H]3C#N)cc2)c1	10	97*	-73	-2.2
C[C@@H](NC(=O)[C@H]1[C@H](CO)[C@H]2Cn3c(cccc3=O)[C@H]2N1Cc1ccncc1)c1ccccc1	-3	6	9	1.0
O=C(Nc1nccs1)[C@H]1[C@H](CO)[C@H]2Cn3c(ccc(-c4cncnc4)c3=O)[C@H]2N1CC1CCCC1	-7	-21	.	4.5
CCCNC(=O)N1[C@H](C#N)[C@@H](c2ccc(C3=CCCCC3)cc2)[C@@H]1CO	-37	103*	-47	-1.6
COc1cccc(-c2ccc(C3[C@@H]4CN(C(=O)Nc5ccc(F)cc5)C[C@H]3N4)cc2)c1 (some centres not stated)	41	.	-53	-0.9
O=C(C[C@@H]1CC[C@@H](NS(=O)(=O)c2ccc(F)cc2)[C@@H](CO)O1)NCc1ccccc1F	-5	.	30	2.5
CO[C@H]1CN(C)C(=O)c2cc(NC(=O)C3CC3)ccc2OC[C@H](C)N(C(=O)CN2CCOCC2)C[C@H]1C	.	31	0	0.8
C[C@H](CO)N1C[C@H](C)[C@@H](CN(C)C(=O)Nc2ccc(F)cc2)Oc2cc(-c3cccc(C(=O)N(C)C)c3)ccc2S1(=O)=O	-3	5	-21	-0.3
C[C@@H]1CN([C@H](C)CO)C(=O)c2cc(/C=C/c3ccccc3)cnc2O[C@@H]1CN(C)C(=O)Cc1cccnc1	-2	.	35	0.2
COc1ccc(CN(C)C[C@@H]2Oc3c(NS(=O)(=O)c4cccs4)cccc3C(=O)N([C@H](C)CO)C[C@@H]2C)cc1	-4	38	-8	0.9
CN1c2ccc(Br)cc2[C@H]2[C@H](CCN2S(=O)(=O)c2ccc(F)cc2)[C@@H]1CO	-10	72	25	2.1
CN1C(=O)c2cc(NC(=O)C3CCOCC3)ccc2OC[C@H]2O[C@@H](CC(=O)NCC3CCCCC3)CC[C@@H]21	2	33	.	0.8
COc1ccccc1-c1cnc2c(c1)C(=O)N([C@@H](C)CO)C[C@@H](C)[C@H](CN(C)C(=O)CN(C)C)O2	1	.	17	2.6
COc1ccc2c3c(n(C)c2c1)[C@H](CO)N(C(=O)C1CCOCC1)CC31CCN(C(=O)c2ccncc2)CC1	3	.	6	.
C[C@H](CO)N1C[C@H](C)[C@H](CN(C)C(=O)Nc2ccc3c(c2)OCO3)Oc2c(NC(=O)c3ccncc3)cccc2C1=O	1	-64	2	0.8
O=C(C1CCCC1)N1CC2(C1)[C@@H](c1ccccc1)[C@@H](CO)N2C(=O)CC1CC1	9	.	-44	1.1
C[C@H]1CN([C@@H](C)CO)C(=O)Cc2cc(NC(=O)CCCCCC(=O)Nc3ccccc3N)ccc2O[C@@H]1CN(C)Cc1ccc(Oc2ccccc2)cc1	0	42	-68	-0.7
COc1cccc(-c2ccc([C@H]3[C@@H](CO)N4CCCCN(S(=O)(=O)c5cn(C)cn5)C[C@@H]34)cc2)c1	-9	55	32	-1.5
O=C(C[C@H]1CC[C@@H]2[C@H](COC[C@@H](O)CN2S(=O)(=O)c2ccccc2)O1)NCc1ccc(-c2ccccc2)cc1	43&34	77	-31	-7.3
Cc1noc(C)c1NC(=O)Nc1cccc2c1O[C@H](CN(C)S(=O)(=O)c1cn(C)cn1)[C@H](C)CN([C@@H](C)CO)C2=O	.	-9	-10	-1.8
O=C(C[C@H]1CC[C@H]2[C@@H](COC[C@H](O)CN2Cc2ccc(Oc3ccccc3)cc2)O1)N1CCCCC1	-3	70	-20	0.4
O=C(Nc1ccc(F)cc1)N[C@@H]1C=C[C@H](CC(=O)N2CCCCC2)O[C@@H]1CO	-1	-18	2	0.3
CC(C)C#Cc1cnc2c(c1)C(=O)N([C@@H](C)CO)C[C@@H](C)[C@@H](CN(C)C(=O)Nc1ccccc1F)O2	.	34	-9	-1.2
CC(=O)N1[C@@H]2c3ccc(-c4cccnc4)c(=O)n3C[C@@H]2[C@@H](CO)[C@@H]1C(=O)N1CCc2ccccc2C1	-3	35	-2	6.0
C[C@@H]1CN([C@H](C)CO)C(=O)Cc2cc(NC(=O)Nc3ccccc3)ccc2O[C@H]1CN(C)Cc1ccncc1	-3	98*	1	-0.6
COc1ccc(-c2cnc3c(c2)C(=O)N([C@H](C)CO)C[C@H](C)[C@H](CN(C)S(=O)(=O)c2cccc(OC)c2)O3)cc1	-1	50	-74	0.3
CN(C)CC#Cc1ccc([C@@H]2[C@@H](CO)N3CCCCN(C(=O)c4ccc5c(c4)OCO5)C[C@H]23)cc1	18	13	-19	3.4
CCCC#Cc1ccc2c(c1)O[C@@H](CN(C)Cc1ccccn1)[C@@H](C)CN([C@@H](C)CO)S2(=O)=O	-11	74	.	2.7

# Source: PubChem

# An unsorted share of the library (roughly 6.7% active in at least one column).
